Compound activity (PubChem)
UBC9 SUMO inh: inhibitors of human SUMOylation (UBC9); P63279; HTRF SUMOylation assay, SAE1/SAE2 + UBC9, in vitro; inhibition, % at 35 µM; hit rate 0.36% among 290,000; AID 2006; in the data active = inhibition above about 50%, passing the limit was not always enough; also: strong numbers were not always called active
Target sequence (P63279 whole entry, looked up): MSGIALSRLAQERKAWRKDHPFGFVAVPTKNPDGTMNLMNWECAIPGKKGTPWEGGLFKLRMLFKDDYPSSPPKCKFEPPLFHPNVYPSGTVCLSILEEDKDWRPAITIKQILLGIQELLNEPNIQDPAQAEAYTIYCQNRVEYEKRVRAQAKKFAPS
NALP1 yeast inh: NALP1 inhibition. S. cerevisiae NALP1/ASC/caspase-1 growth, X-gal OD620, 72 h. inhibition, % at 10 µM. hit rate 0.61% among 280,000. AID 2071; in the data active = inhibition mostly above about 24%, no sharp cut-off; inactive = mostly below about 32%; also: some compounds called inactive have numbers as strong as hits
VIM-2 inh: blocks Pseudomonas aeruginosa VIM-2 metallo-beta-lactamase. purified VIM-2, nitrocefin hydrolysis, epi-absorbance fluorescence. inhibition, % at 5.6 µM. hit rate 0.89% among 290,000. AID 1527;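 active = inhibition above the mean of all tested compounds plus 3 SD, cutoff set per screening run, cut at about 7.5% in these data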;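 also: red hydrolysis product quenches plate fluorescence so inhibitors raise well fluorescence; 0% = enzyme with DMSO and 100% = DMSO without enzyme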
MEKK2wt PB1 HTS: raises or lowers MEK5 binding to wildtype human MEKK2 PB1 domain; binding response (% of control), % at 10 µM; bead flow cytometry, Alexa488-MEK5 binding to MEKK2 WT; actives lie on both sides; hit rate 1.1% among 290,000; in the data active = binding response below about 67% or above about 130%
HCV NS3 hel inh: HCV NS3 helicase inhibition; hit rate 0.56% among 290,000; AID 1800; inhibition, % at 10.9 µM; NS3 helicase DNA unwinding, Cy5 molecular beacon fluorescence;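 active = inhibition above the mean of all tested compounds plus 3 SD, set per campaign, cut at about 35% in these data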;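 also: 0% = DMSO wells and 100% = thioflavine S control wells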
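Assay system – hepatitis C virus NS3 helicase domain fragment enzyme · Buffer or medium – MOPS pH 6.5, MgCl2, DTT, Tween20, BSA · Reagent – Cy5/quencher beacon DNA duplex and ATP to start · Compound – single 10.9 µM dose · Timing – 1 h at 25 °C · Technique – Cy5 beacon fluorescence read at start and 1 h · Measure – % inhibition of unwinding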
IMP-1 inh: blocks Pseudomonas aeruginosa IMP-1 metallo-beta-lactamase; AID 1556; inhibition, % at 5.6 µM; hit rate 0.45% among 290,000; purified IMP-1, nitrocefin hydrolysis, epi-absorbance fluorescence;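 active = inhibition above the mean plus 3 SD of all compounds in the same screening run, cut at about 4.5% in these data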;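 also: 0% = IMP-1 with DMSO and 100% = DMSO wells lacking enzyme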
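System: purified IMP-1; amount: IMP-1 0.2 nM before substrate addition; compound: single dose, 5.6 µM; times: 25 °C, 15 min preincubation, 25 min reaction; signal: Epi-absorbance via hydrolysed-nitrocefin quenching of white-plate fluorescence, 480/530 nm, EDTA stop; benchmarks: DMSO with and without IMP-1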
PfM18AAP inh: PfM18AAP enzyme inhibition. recombinant PfM18AAP, H-Glu-NHMec fluorogenic cleavage. inhibition, % at 7.35 µM. hit rate 1.2% among 290,000;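 active = inhibition above the campaign mean inhibition over all tested compounds plus 3 SD, cut at about 28% in these data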;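 also: 0% = plate median of test compound wells and 100% = 2 mM ZnCl2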
FID counter: displaces DNA intercalator in HCV helicase counter-screen. DNA fluorescent intercalator displacement, fluorescence. inhibition, % at 7.9 µM. hit rate 0.17% among 290,000. AID 1845; in the data active = inhibition above about 37%;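 also: 0% = vehicle and 100% = reference compound; higher means more ethidium bromide displaced from hairpin DNA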
MEKK2 mut-MEK5: signal of MEK5 binding to mutant human MEKK2 PB1 domain | bead flow cytometry, Alexa488-MEK5 binding to MEKK2 mutant | percent response, % at 10 µM | hit rate 0.35% among 290,000 | AID 1530; in the data active = percent response above about 24%, passing the limit was not always enough; also: inactives centre near 1; some results filed as inactive read as strong as hits
The depositor's hits bear a star; . = no result given.

SMILES | UBC9 SUMO inh | NALP1 yeast inh | VIM-2 inh | MEKK2wt PB1 HTS | HCV NS3 hel inh | IMP-1 inh | PfM18AAP inh | FID counter | MEKK2 mut-MEK5
O=C(COc1ccccc1C(=O)c1cnn(-c2ccccc2)c1)Nc1ccc2ccccc2c1 | -21.8 | 25.6 | 1.0 | 109.0 | -11.9 | -2.1 | -8.5 | 1.4 | 9.0
Nc1nc(Nc2cccc(Cl)c2)n[nH]1 | 1.6 | -2.6 | -3.1 | 100.0 | -9.2 | -3.1 | 42.7* | -1.1 | 0.0
COc1ccc(C(=O)NC2CCN(C(=S)Nc3cc(C)ccc3C)CC2)cc1 | 0.2 | 27.7 | -2.0 | 85.0 | 1.3 | -1.1 | -6.6 | -0.5 | -8.0
COc1ccc(NC(=S)N2CCN(Cc3cccc(F)c3)CC2)c(OC)c1 | -0.5 | 3.0 | 1.3 | 102.0 | -33.4 | -3.0 | 2.6 | -9.5 | -1.0
O=C(CN1CCN(S(=O)(=O)c2ccc(Br)cc2)CC1)N/N=C/c1cc([N+](=O)[O-])ccc1Cl | -3.5 | 4.9 | -3.4 | 108.0 | -5.6 | -1.2 | 2.4 | -9.0 | 6.0
CC(C)(C)c1ccc(-n2ncc3c2CCCC3NC(=O)CN2CCOC2=O)cc1 (centres undefined) | 4.0 | 10.8 | -1.7 | 104.0 | -3.0 | -2.9 | 4.1 | -52.9 | 5.0
Cn1nc(C(=O)N2CCN(S(=O)(=O)c3ccccc3)CC2)c2ccccc2c1=O | -5.4 | 19.9 | -3.6 | 105.0 | 9.0 | -1.8 | 3.2 | -8.3 | 0.0
Cc1nc(N2CCN(Cc3ccccc3)CC2)[nH]c(=O)c1C | 8.2 | 12.6 | -1.5 | 90.0 | 6.2 | -1.0 | -11.4 | -5.6 | -9.0
Cc1cc(COc2ccccc2O)on1 | 6.7 | -4.5 | -4.8 | 103.0 | 3.8 | -1.9 | -6.7 | 1.2 | 4.0
C=CCSc1nnc(NC(=O)CN2C(=O)NC3(CCCC3)C2=O)s1 | 1.9 | 20.1 | 1.0 | 99.0 | 20.1 | 1.4 | -7.5 | -16.1 | -2.0
Cc1cc(NC(=O)CCSc2nc(-c3ccco3)cc(C(F)(F)F)n2)no1 | 12.1 | 18.6 | -1.4 | 102.0 | -4.8 | -4.9 | -0.2 | -6.3 | 3.0
CCN(CC)c1ccc(NC(=O)COC(=O)CSc2ccc(Br)cc2C)cc1 | -16.1 | 34.0 | 1.9 | 96.0 | -17.2 | -0.1 | 0.3 | 1.5 | -1.0
COc1ccc(C(=O)N(CN2CCCC2=O)c2ccccc2OC)cc1OC | 9.2 | -3.9 | -2.3 | 99.0 | 13.6 | -2.3 | -0.5 | -13.3 | -3.0
O=C(O)c1ccc(N2C(=O)CC(SC(=Nc3ccccc3)Nc3ccccc3)C2=O)cc1 (centres undefined) | -12.8 | 27.4 | -3.3 | 99.0 | 5.2 | -1.7 | 1.2 | -30.6 | -1.0
Cc1ccc(Oc2nc(-c3cccnc3)nc3ccccc23)c([N+](=O)[O-])n1 | 9.2 | -2.4 | -2.3 | 89.0 | -7.3 | -3.5 | 2.2 | 4.5 | -3.0
COc1ccc(C(C#N)N2N=C(C)CC2c2ccccc2)cc1 (centres undefined) | 0.6 | 14.6 | 0.1 | 106.0 | 9.2 | -0.9 | -1.6 | -1.7 | 9.0
Cc1[nH]c2ccc(-c3n[nH]c(=S)n3-c3ccccc3)cc2c1C | -5.1 | 23.7 | 2.3 | 105.0 | 28.6 | -1.7 | 5.1 | -12.7 | 1.0
Cc1ccc(S(=O)(=O)N(C)C)cc1NC(=O)COC(=O)c1ccc2c(c1)NC(=O)CS2 | 6.5 | 3.6 | -0.9 | 100.0 | 1.0 | -2.8 | -2.8 | -25.5 | 1.0
C#Cc1ccc([C@@H]2C=C(C(=O)NCc3ccccc3)O[C@H](OCc3ccc(CO)cc3)C2)cc1 | 19.0 | 11.7 | -1.7 | 91.0 | 13.4 | -1.1 | 9.8 | -28.3 | -9.0
COc1ccc(NC(=O)c2cc(OC)c(OC)c(OC)c2)cn1 | 12.6 | 17.1 | 0.4 | . | 0.9 | -3.7 | -4.0 | -4.8 | .
CCOc1c(Br)cc(C2NC(=O)CCC2[N+](=O)[O-])cc1OC (centres undefined) | 7.3 | 12.4 | -3.4 | 103.0 | -1.1 | -2.9 | 3.8 | -8.1 | 4.0
CC(C)Oc1ccc(/C(O)=C2/C(=O)C(=O)N(CCN3CCNCC3)C2c2cccc([N+](=O)[O-])c2)cc1 (centres undefined) | 18.2 | 5.7 | -1.4 | 120.0 | 14.4 | -2.3 | 5.8 | -11.7 | 5.0
COc1c(F)c(F)c(C(=O)Nc2ccc(NC(=O)Cc3ccccc3)cc2)c(F)c1F | 6.3 | 6.6 | -1.5 | 103.0 | -1.6 | -0.5 | -3.5 | -4.8 | -6.0
CCOc1ccc(NC(=O)CSc2nc3ccccc3c(=O)n2CCCC(=O)N2CCCC2)cc1 | 18.3 | 1.3 | 0.8 | 97.0 | -4.3 | -0.7 | -8.9 | -5.5 | 0.0
Cc1c(C=O)c(C=O)c(C)n1Cc1ccccc1 | 10.3 | 37.2* | 0.4 | 102.0 | 10.7 | -0.5 | 3.8 | -2.2 | 9.0

Quoted from the listing.
Under IMP-1 inh, O=C(O)c1ccc(N2C(=O)CC(SC(=Nc3ccccc3)Nc3ccccc3)C2=O)cc1 (centres undefined) is listed with -1.7
Under HCV NS3 hel inh, Cc1ccc(Oc2nc(-c3cccnc3)nc3ccccc23)c([N+](=O)[O-])n1 is listed with -7.3

(further entries)
SMILES | UBC9 SUMO inh | NALP1 yeast inh | VIM-2 inh | MEKK2wt PB1 HTS | HCV NS3 hel inh | IMP-1 inh | PfM18AAP inh | FID counter | MEKK2 mut-MEK5
Cc1[nH]nc(SCC(=O)NCC(C)C)c1[N+](=O)[O-] | -9.2 | 4.8 | -2.2 | 103.0 | 5.0 | -3.7 | -1.1 | -1.6 | 7.0
Cc1ccc(NC(=O)N(CCC(=O)O)Cc2ccccc2)cc1 | 13.4 | 18.6 | -2.5 | 102.0 | -3.8 | -2.4 | 1.0 | -3.2 | 7.0
C=CCOc1ccc(/C(O)=C2/C(=O)C(=O)N(CCN3CCOCC3)C2c2ccc(C)cc2)cc1 (centres undefined) | -1.1 | 0.0 | -1.7 | 102.0 | 20.4 | -3.5 | 3.1 | -31.6 | -1.0
COc1cc2c(c(OC)c1OC)C(=O)CC2 | 13.9 | 0.5 | -1.8 | 101.0 | 3.6 | -2.8 | 5.8 | -3.1 | 0.0
CC(=O)Oc1ccc(OC(C)=O)c(SCCCCCN2CCOCC2)c1 | -0.8 | 0.1 | 1.1 | 103.0 | -5.5 | -0.9 | 6.3 | -0.5 | 6.0
COc1cc(OC)cc(C(=O)Nc2cc(C)nn2-c2ccccc2)c1 | 0.6 | -6.3 | -0.3 | 97.0 | -1.4 | -2.9 | 8.0 | -18.4 | 1.0
O=C(CCSCc1ccc(Cl)cc1)NCc1cccs1 | 10.3 | -6.0 | -2.4 | 104.0 | 3.2 | -3.1 | -3.8 | -11.9 | 3.0
Cn1c(=O)[nH]c(=O)c2c1nc(SCC(N)=O)n2Cc1cccc(Br)c1 | 17.3 | 17.4 | -0.3 | 96.0 | 0.1 | -2.2 | 5.2 | -14.0 | 4.0
O=C(COc1ccccc1)N=C1SC2CS(=O)(=O)CC2N1c1ccc(F)cc1 (centres undefined) | 7.8 | 1.0 | -2.9 | 95.0 | 9.9 | -3.4 | -6.9 | -19.4 | 5.0
O=C(c1ccc2c(=O)n3c(nc2c1)CCCCC3)N1CCN(C(c2ccccc2)c2ccccc2)CC1 | 5.5 | -5.3 | -1.6 | 106.0 | 5.5 | -7.7 | -22.9 | -20.8 | 8.0
CN1CCCN(C(=O)C2CCC(C(=O)N3CCCN(C)CC3)CC2)CC1 (centres undefined) | 9.7 | 9.9 | -1.6 | 99.0 | -0.8 | -2.8 | -3.6 | -5.0 | -1.0
COc1ccc(Cc2nc3ccccc3n2CC(=O)N/N=C/c2ccccc2)cc1OC | 12.0 | 18.0 | -3.9 | 110.0 | -7.6 | -4.7 | 0.3 | -20.8 | 15.0
COc1ccc(-c2csc3ncnc(N4CCN(c5ccccc5O)CC4)c23)cc1 | -11.3 | -1.4 | -1.1 | 97.0 | -14.9 | -0.6 | 9.3 | -43.6 | -5.0
S=C(c1ccc(N2CCCC2)c(Br)c1)N1CCCCC1 | 1.8 | 7.9 | -2.0 | 100.0 | -12.8 | -0.1 | 0.6 | -8.2 | 3.0
CCN(CC)S(=O)(=O)c1cccc(-c2nnc(SCC#N)n2Cc2ccccc2)c1 | 16.3 | 4.4 | 0.4 | 100.0 | 0.5 | -2.7 | 1.5 | -28.6 | 0.0
CC(C(=O)NCC1CCCO1)N1C(=O)C2C3CC(C(Br)C3Br)C2C1=O (centres undefined) | -19.3 | . | -2.2 | 94.0 | 0.1 | -3.4 | 4.1 | -2.1 | -11.0
COC(=O)c1sccc1NC(=O)CSc1ccccc1NS(=O)(=O)c1cc(Cl)ccc1Cl | 5.1 | 40.1 | -1.2 | 95.0 | 9.5 | -0.9 | -11.7 | 1.1 | 1.0
CCNC(=S)N1CCC(C(=O)c2ccc(Cl)cc2)CC1 | 1.7 | -32.1 | -0.8 | 106.0 | -9.6 | -1.1 | 11.2 | -5.4 | 3.0
Cc1cc(NS(=O)(=O)c2ccc(NC(=O)/C=C/c3c(F)cccc3Cl)cc2)no1 | 12.9 | 0.3 | -1.4 | 97.0 | -13.8 | -0.3 | 4.5 | -21.4 | 1.0
O=C1CN(C(=O)COC(=O)CNS(=O)(=O)c2ccccc2)c2ccccc2N1 | 8.1 | 11.7 | 0.4 | 87.0 | -4.2 | -2.2 | -2.9 | -4.6 | -6.0
COc1ccc(CCNC(=O)C23CCC(C)(C(=O)O2)C3(C)C)cc1OC (centres undefined) | 10.3 | -1.3 | 1.2 | 99.0 | 7.7 | -2.1 | -13.7 | -8.2 | -1.0
Brc1ccc(C2=Nn3cnnc3SC2)cc1 | 0.7 | 17.4 | 1.4 | 99.0 | -3.1 | -0.1 | -6.9 | -4.7 | -1.0
Cn1c(SCc2nc3ccccc3s2)nnc1-c1cccs1 | 27.0 | 8.1 | 0.6 | . | 1.9 | 0.1 | 11.4 | -29.3 | .
Oc1ccc(-c2csc(-c3c[nH]c4ccccc34)n2)c(O)c1 | 2.9 | 10.1 | -5.0 | 95.0 | -12.4 | 0.3 | 0.0 | -0.8 | -4.0
C=C(C)CNC(=S)NNC(=O)CCn1c2ccccc2c2ccccc21 | -21.8 | 23.0 | -2.8 | 95.0 | 5.1 | -0.8 | -3.6 | -11.9 | -3.0
COc1ccc(CCC(=O)Nc2nccs2)cc1OC | -2.9 | 26.5 | -2.2 | 101.0 | 23.6 | -0.7 | -5.2 | -5.7 | -3.0
COC(=O)N/N=C(\C)c1ccc(Br)cc1 | 3.2 | 5.2 | -3.3 | 106.0 | 1.2 | -4.4 | 4.5 | -2.9 | 6.0
CCOc1ccc(CCNC(=O)C2CCN(S(=O)(=O)N3CCOCC3)CC2)cc1OCC | 7.2 | -10.3 | -1.8 | 103.0 | 3.1 | -2.3 | 5.8 | -26.2 | 4.0
O=C(COc1ccc(F)cc1)N(c1ccccn1)C1CCCCC1 | 8.1 | 33.7 | -0.6 | 90.0 | 12.8 | -1.0 | -2.3 | -20.4 | -2.0

Rows are unselected; overall some 4.7% were active at least once.
